Screening data deposited in PubChem by several laboratories.
ASAP1 inh – ASAP1 ArfGAP inhibition; ASAP1-stimulated ARF1 GTP hydrolysis, GDP FP detection; inhibition, % at 16.5 µM; 0.19% of 360,000 active; in the data active means inhibition above about 25%;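 further: 0% = vehicle with enzyme and substrate and 100% = no enzyme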
PLC-beta3 inh – blocks human PLC-beta3 enzyme activity; Q01970; Purified PLC-beta3, fluorogenic substrate, fluorescence; inhibition, % at 12.2 µM; 0.18% of 370,000 active; in the data active means inhibition above about 11%;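 further: 0% = median of compound wells on plate and 100% = full blocker control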
sPLA2-III inh – Inhibits HGIII-sPLA2 liposome hydrolysis, primary screen | 0.56% of 370,000 active | Q9NZ20 | QFRET BODIPY PC-A2 liposome hydrolysis, fluorescence | inhibition, % at 12.2 µM;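 active means inhibition above mean plus 3 SD of compounds lying within the high and low control bounds, cut at about 19% in these data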;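 further: 0% = median of test compound wells and 100% = no enzyme DMSO wells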
Target sequence (Q9NZ20 whole entry, looked up): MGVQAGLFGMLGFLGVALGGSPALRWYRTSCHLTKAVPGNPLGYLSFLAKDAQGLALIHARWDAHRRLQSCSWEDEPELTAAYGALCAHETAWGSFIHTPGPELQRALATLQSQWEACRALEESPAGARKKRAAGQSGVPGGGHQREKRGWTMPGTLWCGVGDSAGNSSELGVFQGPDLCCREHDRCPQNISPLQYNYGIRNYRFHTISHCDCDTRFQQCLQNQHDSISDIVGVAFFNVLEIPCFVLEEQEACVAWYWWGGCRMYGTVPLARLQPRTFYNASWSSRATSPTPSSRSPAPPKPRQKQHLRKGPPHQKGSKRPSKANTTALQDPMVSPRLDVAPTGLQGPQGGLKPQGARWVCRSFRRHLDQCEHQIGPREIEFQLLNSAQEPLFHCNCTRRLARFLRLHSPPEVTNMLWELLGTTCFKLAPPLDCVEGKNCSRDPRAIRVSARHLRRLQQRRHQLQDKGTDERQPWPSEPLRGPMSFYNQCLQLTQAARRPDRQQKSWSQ
PLC-gamma1 inh – inhibitors of human phospholipase C gamma1; purified PLC-gamma1, fluorogenic substrate, fluorescence; inhibition, % at 12.2 µM; 0.84% of 370,000 active; AID 720700; in the data active means inhibition above about 9.5%
UHRF1 MBD2 ctr – UHRF1 methyl-DNA binding inhibition | Q96T88 | UHRF1 binding to methylated oligo, TR-FRET | inhibition, % at 4.4 µM | 0.75% of 370,000 active; in the data active means inhibition above about 21%;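 further: UHRF1 SRA domain binding a hemimethylated CpG hairpin DNA probe; 0% = median of test compound wells and 100% = reference inhibitor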
proKLK7 act – activates the human kallikrein-7 zymogen | P49862 | purified proKLK7, EDANS-DABCYL substrate fluorescence; 100% is mature enzyme control, 0% vehicle | activation, % at 7 µM | 0.9% of 370,000 active | AID 652039;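 active means activation above the mean of all tested compounds plus 3 SD, computed per campaign excluding outliers beyond control limits, cut at about 13% in these data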
ARFGAP1 inh – inhibitors of rat ARFGAP1; inhibition, % at 16.5 µM; 0.26% of 360,000 active; Arfgap1-stimulated ARF1 GTP hydrolysis, GDP FP detection; AID 651572;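 active means inhibition above a per-plate limit, mean inhibition of low control wells plus 3 SD, cut at about 25% in these data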;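 further: 0% = DMSO wells with enzyme and 100% = wells lacking Arfgap1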
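Material: rat Arfgap1 GAP domain (His6, aa 1-136), purified enzyme. Also added: human ARF1(Δ1-17)-GTP substrate. Compound dosing: 16.5 µM single point, 1.26% DMSO. Timing: enzyme reaction 120 min at 25 °C after 20 min preincubation. Signal: GDP detection by fluorescence polarization. Read-out basis: percent inhibition of GAP-stimulated GDP formation, scaled between DMSO and no-Arfgap1 medians.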
NR1D1 modulator – modulates human Rev-erb alpha binding to DNA. P20393. Rev-erbα–FITC-DNA binding, fluorescence polarization, 90 min. activity, % at 10 µM. 0.79% of 370,000 active. AID 1259318;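 active means activity above about 14%, limit read from the data; passing the limit was not always enough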;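 further: 0% = DMSO wells with 35 nM protein and 100% = DMSO wells with 750 nM protein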
Tn7 DDE FP – inhibitors of Tn7 peptide binding to human fibrin DD(E). P02675. FP displacement of FITC-Tn7 peptide from fibrin DD(E); 0% = median of compound wells per plate. inhibition, % at 8.3 µM. 0.13% of 370,000 active;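 active means inhibition above the mean of compounds falling within the control limits plus 3 SD of them, cut at about 14% in these data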;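 further: 0% = plate median of compound wells and 100% = 10 µM Aha-Tn7 peptide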
Target sequence (P02675 whole entry, looked up): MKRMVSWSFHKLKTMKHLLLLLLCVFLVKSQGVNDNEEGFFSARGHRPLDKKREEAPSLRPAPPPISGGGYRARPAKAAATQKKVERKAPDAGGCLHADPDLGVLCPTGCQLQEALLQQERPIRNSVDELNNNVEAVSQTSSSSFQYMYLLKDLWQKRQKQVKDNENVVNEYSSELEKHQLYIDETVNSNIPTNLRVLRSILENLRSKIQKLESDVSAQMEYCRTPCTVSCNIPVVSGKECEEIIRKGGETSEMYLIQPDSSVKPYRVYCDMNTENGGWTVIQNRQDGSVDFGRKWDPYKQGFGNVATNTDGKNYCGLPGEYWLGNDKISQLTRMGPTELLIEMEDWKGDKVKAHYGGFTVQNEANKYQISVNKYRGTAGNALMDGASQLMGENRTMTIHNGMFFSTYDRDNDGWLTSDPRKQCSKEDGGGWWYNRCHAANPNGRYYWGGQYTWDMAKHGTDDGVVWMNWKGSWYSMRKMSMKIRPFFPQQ
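system = human fibrin DD(E) protein | quantity = DD(E) 2 µM final | medium = Tris/NaCl/CaCl2 buffer, pH 7.8 | also added = labelled Tn7 tracer, 0.1 µM | compound dosing = single point at 8.3 µM | timing = compound with protein 10 min, then 3 h after probe, room temperature | signal = FP measurement | benchmarks = Aha-Tn7 high control | repeats = one replicate per compound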
Tn6 DDE FP – inhibitors of Tn6 peptide binding to human fibrin DD(E). P02675. Fibrin DD(E) TRITC-Tn6 fluorescence polarization displacement. inhibition, % at 8.3 µM. 0.21% of 370,000 active. AID 720509;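 active means inhibition above a per-campaign cutoff: mean of compounds within control limits plus 3 SD, cut at about 15% in these data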;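 further: 0% = median of all compound wells on the plate and 100% = blocking peptide control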
* hit, by the source's call; i = inactive. Random draw from the library. About 4.5% of those tested had a hit in this group.

SMILES	ASAP1 inh	PLC-beta3 inh	sPLA2-III inh	PLC-gamma1 inh	UHRF1 MBD2 ctr	proKLK7 act	ARFGAP1 inh	NR1D1 modulator	Tn7 DDE FP	Tn6 DDE FP
O=C(COC(=O)C1CCN(c2ccc(C(F)(F)F)cn2)CC1)c1cccc(Br)c1	9	-4	3	-1	5	0.3	0	-3	-6	3
Cn1cnc2cc(NCc3ccc(Cl)cc3)ccc21	-13	-51	6	-32	-2	0.9	-3	2	-5	0
Cc1cccc(C(=O)NNC(=O)c2c(O)c3ccccc3n(C)c2=O)c1	8	-16	7	-7	-3	0.6	10	-1	-5	-6
COc1ccc(C(=O)CN2CCN(c3ncccn3)CC2)cc1	-15	-6	3	-2	0	-0.1	4	3	-4	2
COc1ccc(/C=C2\SC(=S)N(Cc3cccnc3)C2=O)cc1C	3	3	0	0	1	-0.5	-17	-3	-5	5
Cc1ccc(Nc2nc(Oc3ccc(=O)[nH]n3)nc(N(C)C)n2)cc1	7	3	4	10.0*	6	0.3	-3	-3	-2	-14
O=C(Nc1ccc2c(c1)nc1n2CCOC1)c1ccccc1	8	-2	0	-3	-1	-0.2	-6	-3	1	5
O=C(NCC(=O)N(c1ccc2c(c1)OCO2)C(C(=O)NC1CCCC1)c1cccs1)c1ccco1 (centres undefined)	11	0	4	0	0	-0.1	9	-2	-2	1
CCOc1ccc(NC(=O)CN2C(=O)NC3(CCCCCC3)C2=O)cc1	-13	2	-2	2	0	-0.1	-1	10	-4	3
O=C(NCC(c1ccco1)N1CCc2ccccc21)c1ccccc1Br (centres undefined)	-6	-3	3	0	-1	0.4	-10	10	-2	6
COc1ccc2c(c1)C(c1ccccc1)=NNC(c1ccco1)=N2	9	-3	16	0	0	-0.3	1	6	-1	-2
CSc1ccc(CNc2ccccn2)cc1	8	0	8	8	4	0.6	8	-3	-3	1
CCCCOc1ccc(C(=O)NCC(=O)N2CC(C)OC(C)C2)cc1 (centres undefined)	9	i	4	4	2	-0.6	12	4	7	-4
N=C1CCCN1CC(=O)c1ccc(Cl)cc1	-11	3	3	2	1	-0.3	-6	4	-1	-5
CCOC(=O)[C@@H]1[C@H]2COc3cc(OC)ccc3[C@@H]2N2C(=O)N(c3ccc(F)cc3)C(=O)[C@]12C	-1	2	-10	-1	-1	0.3	-4	-1	0	8
COc1ccc(CN(CC2CCC(C(=O)O)CC2)C(=S)Nc2ccccc2OC)cc1 (centres undefined)	4	-1	1	-1	0	0.0	4	4	-2	4
CN1CCN(CC(=O)Nc2cc(N3CCOCC3)ccc2[N+](=O)[O-])CC1	7	1	4	1	-15	-0.7	7	5	5	1
CCN1C(=O)c2ccccc2S(=O)c2ccc(C(=O)NCCN(CC(C)C)CC(C)C)cc21 (centres undefined)	11	0	6	4	-1	0.3	-2	-3	5	6
CCc1nc2c(OCCOc3ccc(F)cc3)cccn2c1N(C)C(=O)c1ccccc1F	10	7	0	0	-4	-0.1	-3	-6	-12	2
CCC1(c2ccccc2)NC(=O)N(CC(=O)Nc2nnc(C3CC3)s2)C1=O (centres undefined)	1	-4	-9	0	-3	-0.3	-6	-2	1	7
CC(=O)c1cccc(N(C(=O)c2ccccn2)C(C(=O)NC2CCCCC2)c2ccccc2)c1 (centres undefined)	6	1	-7	0	-1	-0.4	5	-2	-1	4
COc1cc2c(cc1OC)C(COc1cc(C)cc(C)c1)N(C(C)=O)CC2 (centres undefined)	9	-7	-4	5	1	0.4	-9	-3	3	-2
O=c1[nH][nH]c2c1C(c1cccc(C(F)(F)F)c1)OC(CCc1ccccc1)C2 (centres undefined)	-5	1	-40	2	-5	-0.2	4	-2	-2	7
CNC(=O)c1[nH]cnc1C(=O)Nc1ccc(F)cc1	-2	-7	1	3	0	-0.5	0	0	-6	-3
O=C1CCC(C(=O)Nc2ccccc2)N1 (centres undefined)	6	1	3	2	-1	-0.1	17	1	-4	-2
CCC(C)NC(=O)COc1ccc(OCc2ccccc2)cc1 (centres undefined)	14	0	1	1	12	0.2	15	-2	5	-4
COC(=O)Cn1c(O)c(N=NC(=O)CNC(=O)COc2cccc(C)c2)c2ccccc21	-3	-6	-6	0	-3	-0.1	2	-3	2	-4
Fc1cccc(Cl)c1CSc1nnc(-c2ccncc2)o1	12	-7	6	-2	3	0.1	10	-8	4	-4
COC(=O)Nc1nn(Cc2ccccc2F)cc1Br	-2	3	2	3	2	-0.9	-7	6	-6	-7
O=C(CC(Nc1ccc(Cl)cc1Cl)C(=O)O)c1ccccc1 (centres undefined)	-7	-6	13	0	1	-0.6	9	-5	4	-1
O=S(=O)(c1ccc(C(F)(F)F)cc1)N1CCCc2nc(-c3ccc(Br)cc3)ccc21	1	-15	5	-11	2	1.1	3	-1	-5	-6
Cc1noc(C)c1COC(=O)CCCOc1ccc(Cl)cc1Cl	2	0	-10	0	-1	0.1	-1	2	7	6
COc1ccc(-c2csc(NC(=O)c3ccc(S(=O)(=O)N4CCc5ccccc5C4)cc3)n2)cc1	2	-4	-5	-6	-2	-0.4	0	-2	3	3
CCCc1nc(SCc2ccccn2)c2c(=O)n(C)c(=O)n(C)c2n1	-3	2	0	6	-2	0.1	-14	-3	-6	7
CC(NC(=O)c1ccco1)c1ccc(-n2ccnc2)cc1 (centres undefined)	-2	-4	9	-3	6	-0.3	2	0	3	-6
COc1ccc(CN2C(=O)C(CC(=O)NC3CCCCC3)CC(C(=O)N3CCOCC3)=C2C)cc1 (centres undefined)	8	3	7	-2	-2	-0.6	1	-2	-4	-8
O=C(O)C1=CC[C@@H](c2ccc(Cl)cc2)N(S(=O)(=O)c2ccc(Cl)cc2)C1	-13	1	-14	0	5	1.4	4	-2	-6	-3
CCN(CC)S(=O)(=O)c1ccc2c(c1)nc(CCC(=O)Nc1ccc(N3CCOCC3)cc1)n2C	-12	-30	-8	-16	-2	0.2	-2	-1	8	-6
CN1[C@@H]2CC[C@H]1CC(OC(=O)c1c[nH]c3ccccc13)C2 (some centres undefined)	6	-3	5	-1	2	0.1	10	-2	2	6
O=C(NCc1nc2ccccc2[nH]1)C1=C[C@@H](c2ccc(C(F)(F)F)cc2)C[C@@H](OCc2ccc(CO)cc2)O1	22	-2	-34	0	-1	0.5	6	3	-6	2
O=C(CN1CCN(CCC(=O)Nc2ccccc2F)CC1)Nc1ccc(F)cc1	3	4	1	1	1	-0.7	8	-3	-2	-7
COc1ccccc1N1CCN(C(=O)COc2cccc3ccccc23)CC1	8	-7	-10	-4	-2	0.5	3	1	4	8
COP(=O)(OC)OC(C(=O)c1ccccc1)c1ccccc1 (centres undefined)	-1	4	1	3	-3	0.2	9	2	-4	7
COc1ccc(/C=C2\SC(=S)N(CC3CCCO3)C2=O)cc1 (centres undefined)	7	-2	-2	3	-1	-0.1	20	-2	-6	0
Nn1c(SCC(=O)Nc2ccc(F)cc2)nnc1C1CCCCC1	-8	5	1	0	-3	0.4	3	-6	4	0
O=C(O)COc1ccc(/C=N/NC(=O)/C(=C/C=C/c2ccccc2)NC(=O)c2ccccc2)cc1	-1	-63	0	-47	-1	0.2	1	-1	2	-2
CCC(=O)Oc1ccc(C(=O)Nc2cccc(C(=O)c3ccccc3)c2)cc1	-2	1	-21	3	2	0.2	2	5	-1	1
CCn1c(C(C)NC(=O)c2cccc(C)c2)n[nH]c1=S (centres undefined)	2	1	3	0	-3	0.2	-3	-1	-4	0
Oc1ccc(CNCC2COc3ccccc3O2)cc1 (centres undefined)	10	2	-7	4	2	0.6	-14	-2	1	3
O=C(CSc1nncs1)Nc1nnc(-c2ccccc2)o1	-2	-6	10	0	-1	0.3	-1	-4	-7	5
Cc1c(C(=O)OCc2nnc(-c3ccccc3)o2)oc2ccccc12	-6	0	-5	3	-3	-0.2	-3	7	6	-1
NC(=O)C1CC(=O)N(c2ccc(OCC(=O)NCc3ccccc3)cc2)C1 (centres undefined)	15	3	6	0	1	0.1	3	-3	-8	-2
COCCCNC(=S)N/N=C/c1ccc(O)cc1	3	-5	3	0	-1	-3.5	-5	0	4	1
C=C1c2ccccc2NC(=S)N1Cc1ccc2c(c1)OCO2	-8	0	7	0	-4	0.0	5	-1	4	-5
O=C(COC(=O)c1ccc2c(c1)OCO2)NCc1ccc(Cl)cc1	-2	-2	-4	0	0	-0.2	-6	3	2	3
COc1ccc(CCNC(=O)c2cc(-c3cc(C)c(C)cc3O)n[nH]2)cc1OC	-1	3	-19	-1	-2	0.4	-1	-4	2	-1
Cc1cc2nncn2c(Cc2ccccc2)n1	8	3	2	2	1	-0.3	6	-5	3	7
Cc1nn(-c2cc(Cl)ccc2Cl)c(C)c1C(=O)O	1	0	6	0	1	0.1	-1	-2	-4	-6
CCCCN(C(C)=O)c1c(CC)nc2ccc(C(=O)NCCOc3ccc(OC)cc3)cn12	12	-11	-7	-10	-1	0.8	6	6	-2	-4
O=C(NCc1ccc(F)cc1)c1cc(C2CCCN(C(=O)c3ccccn3)C2)on1 (centres undefined)	-7	4	0	5	1	-0.1	-10	-9	1	5
Other structures:
SMILES	ASAP1 inh	PLC-beta3 inh	sPLA2-III inh	PLC-gamma1 inh	UHRF1 MBD2 ctr	proKLK7 act	ARFGAP1 inh	NR1D1 modulator	Tn7 DDE FP	Tn6 DDE FP
CN(CC(=O)Nc1sccc1C#N)C1CCCCC1	-1	-34	-4	-28	9	0.4	9	-8	3	-1
CCC[n+]1c2ccccc2cc2ccccc21	-3	-137	29*	-95	-1	77*	-5	0	-9	-1
CC(=O)c1cccc(NC(=O)N2CCCC2C(=O)Nc2c(C)cccc2C)c1 (centres undefined)	22	5	11	4	4	0.2	12	6	-4	-2
O=C(NCCNC(=O)c1ccco1)c1ccco1	4	0	-2	-3	0	-0.2	-3	2	0	-5
CC(C)[C@H](NC(=O)OCc1ccccc1)C(=O)OCc1cc(=O)oc2cc(O)ccc12	-7	i	-13	-370	2	28*	6	1	4	0
OC(COc1cc(Cl)c(Cl)cc1Cl)CN1CCN(c2ncccn2)CC1 (centres undefined)	-2	1	-4	3	-1	-0.1	2	-1	-1	-5

Some entries already given, showing only Tn6 DDE FP, proKLK7 act and UHRF1 MBD2 ctr.
structure	Tn6 DDE FP	proKLK7 act	UHRF1 MBD2 ctr
COP(=O)(OC)OC(C(=O)c1ccccc1)c1ccccc1 (centres undefined)	7	0.2	-3
COc1ccc(/C=C2\SC(=S)N(CC3CCCO3)C2=O)cc1 (centres undefined)	0	-0.1	-1
Nn1c(SCC(=O)Nc2ccc(F)cc2)nnc1C1CCCCC1	0	0.4	-3
O=C(O)COc1ccc(/C=N/NC(=O)/C(=C/C=C/c2ccccc2)NC(=O)c2ccccc2)cc1	-2	0.2	-1
CCC(=O)Oc1ccc(C(=O)Nc2cccc(C(=O)c3ccccc3)c2)cc1	1	0.2	2
